Source: PubChem
RmlC RmlD mix: inhibitors of RmlC and RmlD coupled enzymes; RmlC/RmlD coupled enzyme inhibition, 384-well mixture HTS; inhibition, % at 5.5 µM; 110,000 compounds, 0.39% hits; AID 1532; in the data active = inhibition above about 30%, passing the limit was not always enough; also: strong numbers were not always called active
RT RNaseH block: inhibitors of HIV-1 reverse transcriptase RNase H; P04585; RT-RNase H RNA/DNA duplex cleavage, fluorescence; inhibition, % at 10 µM; 65,000 compounds, 1.9% hits; AID 565; in the data active = inhibition above about 50%
An asterisk follows results filed as active; . = no result given. This is a subset. The share of hits here may be higher or lower than overall.

Values in the order: RT RNaseH block	RmlC RmlD mix
- C/C(=C\CNc1ncnc2nc[nH]c12)CO
    .	-13
- O=C(CCCC(=O)N(CC(=O)NC1CCCC1)C1CCCC1)Nc1ccccn1
    -1	5
- CC(C)(C)n1nnnc1C(c1cc2cc3c(cc2[nH]c1=O)OCO3)N1CCN(c2ccccc2)CC1 (stereo not given)
    -14	.
- CCOC(=O)c1c(C)n(C)c2ccc(OC(=O)c3ccco3)cc12
    .	7
- CCc1ccc(NC(=O)NCCN2CCc3ccccc3C2)cc1
    -2	1
- Cc1ccc[n+](/C(C(=S)NCc2ccco2)=C(/[O-])c2ccccc2Cl)c1
    .	-16
- COc1cc(-c2cc(OC)c3c(C)oc(C)c3c(=O)c2)ccc1O
    16	5
- COc1ccc(NCc2nnc(SCC(=O)Nc3cc(C)cc(C)c3)o2)cc1
    3	-7
- CC1(C)C/C(=N\O)c2cc3c(nc2C1)CCCC3
    -13	4
- COc1ccc(NS(=O)(=O)CC23CCC(CC2=O)C3(C)C)cc1 (stereo not given)
    .	-7
- O=C1CC(O)(c2ccccc2)C(c2ccccc2)=C1c1ccccc1 (stereo not given)
    .	7
- Cc1cc(C)c(NC(=O)CCCN2CCOCC2)c(C)c1
    -13	10
- O=C(Cc1ccccc1)n1nc(-c2ccco2)nc1SCc1ccccc1
    .	0
- COc1cc(C2C(C(=O)c3ccc(C)o3)=C(O)C(=O)N2c2cc(C)on2)cc(OC)c1OC (stereo not given)
    -1	.
- COc1ccc(NC2CC(=O)N(CCc3ccccc3)C2=O)cc1 (stereo not given)
    .	14
- O=c1c2ccccc2nc(-c2ccoc2)n1-c1ccccc1Cl
    .	-25
- O=C(Nc1ccc(O)c2c(=O)cc(-c3ccccc3Cl)oc12)c1cccs1
    .	1
- CCOC(=O)c1sc(NC(=O)c2ccc(Br)o2)cc1C
    -5	-15
- COc1ccc2[nH]c(=O)c(CN(C(=O)c3ccccn3)C3CCCCC3)cc2c1
    39	1
- Cc1ccc2[nH]c(=O)c(CN(Cc3ccc4c(c3)OCO4)Cc3nnnn3C3CCCC3)cc2c1
    -10	.
- CCS(=O)(=O)NCCCCc1ccccc1
    -4	-8
- Cn1c(-c2ccccc2O)cc2ccccc21
    .	-1
- CCOC(=O)c1c(NC(=O)CCCN2CCOCC2)sc2c1CC(C)(C)OC2
    .	-22
- CNc1nc(SC)nc(N2CCOCC2)n1
    -7	-17
- CC(C)C(=O)N(c1ccc(F)cc1)C1C=CS(=O)(=O)C1 (stereo not given)
    -9	.
- Cc1cc(C(=O)Nc2cccnc2)no1
    2	1
- CCOc1cc(C)c(C(C)C)cc1S(=O)(=O)n1ccc(C)n1
    -85	7
- CC1(c2nnc(-c3cccc(Cl)c3)o2)CC(c2cccc(Cl)c2)=NO1 (stereo not given)
    .	-1
- O=C(Nc1ncnc2sc3c(c12)CCCCC3)c1ccco1
    -1	3
- CCOc1ccc(CCNC(=O)C2CCCN(c3nn4c(=O)cc(C)nc4s3)C2)cc1 (stereo not given)
    -10	-8
- CC(C)(C)C(=O)Nc1ccc(C(=O)NNC(=O)Cc2ccccc2)cc1
    .	6
- c1ccc(-n2nnnc2NCCCN2CCOCC2)cc1
    .	-10
- O=C(O)COc1cccc2ccccc12
    .	9
- Cc1ccc(Cn2ccc(NC(=O)c3nc4ncccn4n3)n2)cc1
    -6	.
- CCOc1ncccc1C(=O)Nc1ccc2c(C)cc(=O)oc2c1
    -4	-21
- Cn1cccc1CNCCc1ccccc1F
    -17	-11
- c1ccc(-c2nnc(CSc3nnc(-c4cccs4)o3)o2)cc1
    -29	3
- O=C(NCc1cccnc1)c1ccc(CS(=O)(=O)Cc2ccc(Cl)cc2)o1
    -6	12
- Cc1cc(N2CCOCC2)nc2ccc(NC(=O)CCC(=O)N3CCC4(CC3)OCCO4)cc12
    -83	.
- CSc1ccc(S(=O)(=O)Nc2ccc(N3CCOCC3)c(Cl)c2)cc1
    9	4
- Cc1cccnc1NC(=O)COc1ccc2oc3c(c2c1)CCCC3
    -4	5
- O=C(NC1CCS(=O)(=O)C1)Oc1ccc(Cl)cc1 (stereo not given)
    .	0
- Oc1ccc2c3c1O[C@H]1c4[nH]c5ccccc5c4C[C@@]4(O)C(C2)N(CC2CC2)CC[C@]314
    .	-11
- CCOC(=O)CSc1nnc(CNc2cccc(Cl)c2)n1C
    .	-11
- O=C(Nc1nc2ccccc2n1Cc1ccccc1)c1ccc(COc2ccccc2[N+](=O)[O-])o1
    .	25
- CCn1c(C(=O)N2CCC(C(=O)NCCCSC3CCCCC3)CC2)cc2sccc21
    3	-5
- O=C(Cn1cc2c(n1)CCCC2)NC1CCCCCC1
    -9	-6
- Cc1c(NC(=O)CN2CCN(C(c3ccccc3)c3ccccc3)CC2)c(=O)n(-c2ccccc2)n1C
    1	-5
- CCOc1ccc(N(C)S(=O)(=O)c2ccc3[nH]cc(C(=O)NCC4CCCO4)c(=O)c3c2)cc1 (stereo not given)
    4	4
- COc1cc(NC(=O)CN(C)S(=O)(=O)c2ccc(C)cc2)cc(OC)c1
    -1	-7

Profiles, looked up by structure:
Profile of Cc1c(NC(=O)CN2CCN(C(c3ccccc3)c3ccccc3)CC2)c(=O)n(-c2ccccc2)n1C → RT RNaseH block = 1; RmlC RmlD mix = -5
Profile of CCOc1ccc(N(C)S(=O)(=O)c2ccc3[nH]cc(C(=O)NCC4CCCO4)c(=O)c3c2)cc1 (stereo not given) → RT RNaseH block = 4; RmlC RmlD mix = 4

(continued)
Values in the order: RT RNaseH block	RmlC RmlD mix
- Cc1nn(-c2ccccc2)c(C)c1C1C(C#N)=C(N)Oc2n[nH]c(C)c21 (stereo not given)
    .	-8
- Cc1cc(C)c(C2C(C#N)=C(N)Oc3n[nH]c(C)c32)cc1CN1CCCC1 (stereo not given)
    7	-8
- COc1ccc(C2C(C(=O)OCC3CCCO3)=C(C)NC3=C2C(=O)CC(c2ccco2)C3)cc1O (stereo not given)
    .	-10
- O=C(Oc1oc(-c2ccco2)nc1C=Nc1ccccc1)c1ccco1
    14	.
- O=C(NCc1cccc(C(F)(F)F)c1)c1cc(-c2ccccc2)nn1CC1CC(c2cccnc2)=NO1 (stereo not given)
    .	-8
- O=C(NCC1CCCO1)C1CCCN(c2ncccn2)C1 (stereo not given)
    -5	4
- O=C(CCN1C(=O)COc2ccccc21)N1CCCCC1
    .	0
- Cc1cc(/C=C2\C(=O)NC(=O)N(C)C2=O)c(C)n1-c1ccc2c(c1)OCO2
    .	-6
- CC1CCCCC1NC(=O)CSc1nnc(N)s1 (stereo not given)
    -6	-19
- O=C(Nc1ccc(F)cc1)N(Cc1nnc2n1CCCCC2)c1ccccc1
    -2	-7
- CC(=O)C1=C(C)NC(SCC(=O)c2ccccc2)=C(C#N)C1c1ccco1 (stereo not given)
    -56	15
- CC1CCCC(NC(=O)CSc2nnc(N)s2)C1C (stereo not given)
    -15	2
- Clc1cccc(-c2nn3c(COc4ccccc4)nnc3s2)c1
    -11	.
- CC(=O)Nc1ccc(C2Nc3ccccc3C(=O)N2C2CCCCC2)cc1 (stereo not given)
    -1	-12
- O=C(c1ccco1)n1c(=S)nc2ccccn21
    29	-5
- O=[N+]([O-])c1ccc(NCCNc2ccc(Cl)nn2)cc1
    .	-9
- CCCCCCC(=O)Nc1nc(C)c(-c2csc(Nc3ccccc3OC)n2)s1
    .	-23
- Cc1ccc2c(c1)nnn2C1CCN(S(=O)(=O)c2ccc(C(=O)N(C)C3CCCCC3)cc2)CC1
    -6	4
- COc1ccc(-c2c(C(C)=O)c(C)nc3sc4c(c23)NC(c2ccccc2)NC4=O)cc1 (stereo not given)
    .	43
- Cc1nc2ccccc2nc1SCC(=O)N1CCC(C)CC1
    .	6

In the list so far, these contain a thiophene ring, fused or not.
Values in the order: RT RNaseH block	RmlC RmlD mix
- O=C(Nc1ccc(O)c2c(=O)cc(-c3ccccc3Cl)oc12)c1cccs1
    .	1
- CCOC(=O)c1sc(NC(=O)c2ccc(Br)o2)cc1C
    -5	-15
- CCOC(=O)c1c(NC(=O)CCCN2CCOCC2)sc2c1CC(C)(C)OC2
    .	-22
- O=C(Nc1ncnc2sc3c(c12)CCCCC3)c1ccco1
    -1	3
- c1ccc(-c2nnc(CSc3nnc(-c4cccs4)o3)o2)cc1
    -29	3
- CCn1c(C(=O)N2CCC(C(=O)NCCCSC3CCCCC3)CC2)cc2sccc21
    3	-5
- COc1ccc(-c2c(C(C)=O)c(C)nc3sc4c(c23)NC(c2ccccc2)NC4=O)cc1 (stereo not given)
    .	43

Remaining list, next part.
Values in the order: RT RNaseH block	RmlC RmlD mix
- COC(=O)c1c(F)c(F)c(N2CCOCC2)c(F)c1F
    -11	-7
- CCN(CC)Cc1c(CC(C)C)oc(C)c1C(=O)O
    .	19
- CC1(C)CC(=O)C2=C(C1)NC(=O)CC2c1cc2c(cc1Br)OCO2 (stereo not given)
    -1	3
- O=C(CSc1ccc2nnc(-c3cccnc3)n2n1)NCC1CCCO1 (stereo not given)
    7	-4
- Cc1cnc(NC(=O)CSc2c(Cl)cccc2Cl)s1
    .	-16
- COc1cc(OC)cc(C(=O)Nc2ccccc2NC(C)=O)c1
    -4	-14
- CCCCNC(=S)N(C)/N=C/c1ccccc1C(=O)O
    .	-68
- COC(=O)c1ccc(COc2ccc(C3C4=C(CCCC4=O)Nc4onc(C)c43)cc2)cc1 (stereo not given)
    -26	-10
- CCN(CC(=O)NCc1ccccn1)S(=O)(=O)c1ccc(Cl)cc1
    36	-151
- CCOc1ccc(-c2cc(NC(=O)Cn3ncc4c3-c3ccccc3OC4)on2)cc1OCC
    5	-15
- Cc1ccc(C)c(C(=O)CSc2nnnn2-c2cccnc2)c1
    29	-8
- Cc1ccc2nc(Cc3ccc(N)cc3)oc2c1
    -26	-10
- CN(C)c1nc2ccccc2c(N)c1-c1ccccc1
    -6	-1
- Oc1ccc2ccccc2c1C=Nc1ccccc1-c1nc2ccccc2[nH]1
    .	-65
- COC(=O)c1[nH]c2ccccc2c1NC(=O)CN1CCCCCC1
    -7	-9
- O=C(CSc1nnc2ccccn12)Nc1ncc(Cl)cc1Cl
    .	-9
- CC(O)(CS(=O)(=O)Cc1cccc(C(F)(F)F)c1)C(=O)Nc1cccc(C(F)(F)F)c1 (stereo not given)
    .	9
- Cc1ccc(S(=O)(=O)N(C)CC(=O)N2CCCC2)cc1
    .	-15
- Cc1cc(SCC(=O)N2CCCC2)nc2ccccc12
    -44	5
- COC(=O)c1ccc(C2NC(C(=O)O)CS2)cc1 (stereo not given)
    11	4
- CC(=O)NC12CC3CC(C1)CC(C(=O)OCC(=O)Nc1ncc(Cl)cc1Cl)(C3)C2
    7	7
- Cc1cc(C)c2cc(CN(Cc3cccnc3)C(=O)c3ccc(F)cc3)c(Cl)nc2c1
    .	-1
- Cc1ccc(S(=O)(=O)CC(=O)c2ccc(C)c([N+](=O)[O-])c2)cc1
    .	10
- COc1cc(C(=O)N2CCC(NC(=O)C(Cc3ccc(C(C)C)cc3)NC(C)=O)CC2)cc(OC)c1OC (stereo not given)
    .	3
- COc1ccc(C2=NOC(C(=O)NCc3ccc(F)cc3)C2)cc1 (stereo not given)
    6	.
- O=C(O)c1c(Cl)c(Cl)c(Cl)c(Cl)c1C(=O)N1CCCC1
    .	-20
- CN(C)CCN(Cc1ccc(Cl)cc1)c1ccccn1
    .	-3
- Cc1ccc(Cn2c(S(=O)(=O)O)nc3ccccc32)cc1
    .	1
- COc1ccc(NC(=O)c2ccc3snnc3c2)cc1
    .	25
- CCOC(=O)C1CCN(S(=O)(=O)c2c(C)n(C)c(=O)n(C)c2=O)CC1
    -7	7
- Cc1cc(C)cc(N(CC(=O)NCc2ccco2)C(=O)c2snc(C(N)=O)c2N)c1
    .	0
- Cn1cccc1Cc1nnc(SCC(=O)NCc2ccccc2Cl)n1-c1ccc(F)cc1
    -7	-10
- CCOc1ccc2c(c1)c1nnc(SCC3CCCO3)nc1n2C (stereo not given)
    -14	-1
- COc1c(Cl)cc(-c2noc(C)c2C(=O)NCCc2ccc(C)cc2)cc1Cl
    .	-2
- Cc1cccc(NC(=O)CN2C(=O)COc3ccc(Cl)cc32)c1
    -2	8
- O=C(CSc1cccc2cccnc12)N1CCCC1
    -9	7
- CCOC(=O)N1CCN(C(=S)NC(C)(C)C)CC1
    .	-7
- CCNc1nc(OCCNS(=O)(=O)c2cc(C)ccc2C)nc(N(C)C)n1
    -13	8
- Cc1cc(NC(=O)CSc2nc3ccccc3c(=O)n2Cc2ccccc2)no1
    19	-8
- O=c1c2ccccc2ncn1CCCOc1ccccc1[N+](=O)[O-]
    .	-6
- Cc1ccc(-c2noc(-c3ccccc3C(=O)N3CCN(C)CC3)n2)cc1
    -4	-9
- CCOC(=O)c1ccc(NC(=O)c2cccc(S(=O)(=O)N3CCOCC3)c2)cc1
    3	2
- O=C(Nc1ncccn1)c1cccs1
    3	-5
- CC1(C)CC(CC(=O)Nc2ccccn2)C(=O)O1 (stereo not given)
    -6	11
- O=C(CSc1nc(-c2ccco2)cc(C(F)(F)F)n1)Nc1ccccc1C(F)(F)F
    .	-4
- Cc1ccc(S(=O)(=O)N2CCOCC2)cc1C(=O)N1c2ccccc2Sc2ccccc21
    .	12
- O=C(CCc1nc(-c2ccccc2F)no1)NCCN1CCc2ccccc2C1
    -12	37
- NC(=O)CC[C@@H]1NC(=O)[C@H](CO)NC(=O)c2cc([N+](=O)[O-])cc(I)c2NCCCC[C@@H](C(N)=O)NC(=O)[C@H](Cc2ccc(O)cc2)NC1=O
    .	-1
- CCc1ccccc1NC(=S)NC1CC2CCC(C1)N2Cc1ccco1 (stereo not given)
    .	-1
- COC(=O)C1=CO[C@@H](C)[C@@H]2CN(CCc3c[nH]c4ccccc34)CC[C@H]12
    .	-15

More results
Values in the order: RT RNaseH block	RmlC RmlD mix
- CCOC(=O)c1sc(NS(=O)(=O)c2cc(C)ccc2C)nc1C
    .	-58
- Cc1ccnc(SCCn2c(Br)nc3c2c(=O)[nH]c(=O)n3C)n1
    -12	.
- CC(=NCc1ccc2c(c1)OCO2)C1=C(O)c2ccccc2C1=O
    -9	-5
- CCN(CC)CCCNC(=O)c1sc2nc(-c3ccc(F)cc3)cn2c1C
    -3	7
